High-throughput results deposited in PubChem BioAssay by several laboratories.
Yfh1-depleted yeast: mitochondrial function rescue without frataxin homolog – Friedreich's ataxia, plus single-dose screen, dose response (AID 1465) | 220,000 tested, 0.074% active | fold induction at 50 µM, or EC50 in µM where a hit was titrated | S. cerevisiae Yfh1-off respiration, WST-1 reduction, 72 h; higher fold induction means a stronger effect;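 active means fold induction of absorbance versus untreated yeast above a set limit, then at least 30% activation at any dose in follow-up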;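 further: activators that raise dye reduction in frataxin-depleted yeast; strong numbers were not always called active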
WT yeast gro inh: growth inhibition of WT yeast, mitochondrial fusion screen | inhibition, % at 10 µM | AID 1362 | 190,000 tested, 2.1% active | mitochondrial fusion phenotypic screen, WT strain; in the data active means inhibition above about 58%; tested in S. cerevisiae
MT stabilize HCS: stabilizes microtubules in HeLa cells; HeLa tubulin immunostaining HCS, 24 h; share of cells brighter than vehicle mean+2SD; % tubulin-high responders, % at 10 µM; 200,000 tested, 0.83% active; AID 2205;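 active means plate Z-score above 3 for both tubulin-high and condensed-nucleus cell shares, with cell loss under 80%, at 10 µM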;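 further: anti alpha tubulin signal scored within the nucleus-defined area of each cell; some results filed as inactive read as strong as hits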
Dynein cargo inh: blocks dynein driven cargo transport along microtubules; 3617.4 mouse cells, GR-EGFP nuclear translocation imaging; test concentration mostly 20 µM; stimulated with dexamethasone, 1 µM; hits give low values; z-score, hits read low; 220,000 tested, 0.47% active; AID 1381;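 active means plate z-score of nuclear minus cytoplasmic receptor signal below a set negative limit, without overly bright fluorescence or cell loss, cut at about -3.5 in these data, passing the limit was not always enough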;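 further: z-score of nuclear minus cytoplasmic ring GR-EGFP intensity difference per well; some compounds called inactive have numbers as strong as hits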
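Buffer or medium – tet-free medium with charcoal-stripped serum · Signal – automated 10x imaging of fixed Hoechst-stained cells · Also added – dexamethasone agonist, 1.0 µM final, for 30 min · Incubation – induction 48 h, compound 1 h, agonist 30 min · Read-out – GR-EGFP nuclear translocation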
Hep lipid drop: hepatic lipid droplet formation modulation. AML12 mouse hepatocytes, oleate lipid droplets, BODIPY imaging. inhibition, % at 6.5 µM. 240,000 tested, 0.4% active;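 active means lipid droplet intensity inhibited by at least 50%, with more than 500 cells counted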
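material = mouse AML12 hepatocyte cell line, fixed after treatment | also added = 100 µM oleic acid challenge | doses = compound at 6.5 µM only | schedule = overnight exposure | technique = Image-based BODIPY and DAPI two-channel analysis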
Autophagy HCS: autophagy modulation, high-content screen; MEF GFP-LC3 puncta imaging; test concentration mostly 10 µM; calls only at 10 µM (by protocol); 190,000 tested, 0.98% active;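 active means percentage of spot-positive cells more than 3 SD above its plate mean, without a fluorescence outlier flag or 80% toxicity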;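 further: spot-positive cell cutoff set from DMSO-treated cells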
NOD2 inhibition: inhibition of NOD2-driven NF-kB reporter – cell-based, luminescence, uHTS, HEK293 (AID 1566) | HEK293 NOD2/NF-kB luciferase reporter, luminescence; higher % means a stronger effect | 290,000 tested, 0.63% active | inhibition, % at 4 µM, or EC50 in µM where a hit was titrated; in the data active means inhibition above about 50%; further: many of its hits are not listed in these tables
b-catenin transl: alters nuclear translocation of beta-catenin in HeLa cells | immunofluorescence imaging | nuclear translocation activity, % at 5 µM | 190,000 tested, 0.3% active;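 active means nuclear translocation activity above 50% at 5 µM, with a well cell count of 50 or more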;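 further: per-cell ratio of nuclear to cytoplasmic median beta-catenin stain intensity; plate controls were DMSO negative control for no effect and GSK-3 inhibitor IX positive control for full effect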
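assay system = human HeLa cells, endogenous beta-catenin | times = compound treatment 24 h, 37°C, 5% CO2 | detection = Anti-beta-catenin immunofluorescence on PFA-fixed, Triton-permeabilized cells, DAPI nuclei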
Insulin prom up: MIN6 insulin promoter up-regulation. 190,000 tested, 0.3% active. MIN6 insulin promoter-GFP reporter, high-content imaging; hits give high values. AID 1625. z-score at 5 µM;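 active means z-score above 3 at 5 µM with at least 500 cells counted in the well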
WT yeast gro inh mutant strain: second read-out of WT yeast gro inh, no call of its own (marks repeat the call); inhibition, %; mitochondrial fusion phenotypic screen, mutant strain inhibition
Dynein cargo inh cytoplasmic EGFP: recorded beside Dynein cargo inh, whose call it bears; z-score; measured here: cytoplasmic GR-EGFP intensity; hits give high values
Dynein cargo inh nuclear GR-EGFP: also measured in Dynein cargo inh; calls as there; z-score; measured here: nuclear GR-EGFP intensity;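 lower value marks the stronger effect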
Dynein cargo inh cell count: recorded beside Dynein cargo inh, whose call it bears; z-score; measured here: cell count per field
Insulin prom up cell count: also measured in Insulin prom up; calls as there; cell count; measured here: cytotoxicity, nuclei count;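 total cells summed across four imaged fields per well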
Hep lipid drop cells 6.5 µM: second read-out of Hep lipid drop, no call of its own (marks repeat the call); cell count; measured here: cell count, cytotoxicity flag;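 cells counted across two imaged fields per well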
b-catenin transl cell count 5 µM: recorded beside b-catenin transl, whose call it bears; cell count; measured here: cell count, cytotoxicity flag
MT stabilize HCS Hoechst-high %: also measured in MT stabilize HCS; calls as there; % Hoechst-high responders; measured here: nuclear condensation Hoechst responders;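 share of cells brighter than vehicle mean plus two SD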
MT stabilize HCS cytotoxicity %: second read-out of MT stabilize HCS, no call of its own (marks repeat the call); toxicity, %; measured here: cytotoxicity by cell density;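 0% = mean cell density of plate MIN control wells and 100% = no cells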
Autophagy HCS cell loss 18 h: further read-out of Autophagy HCS, marked with its call; toxicity, %; measured here: cell loss, nuclei count;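 cell loss after 18 h compound exposure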
Numbers without * were called inactive; i = inactive; · = no result given; + = active, no number. Some of the compounds tested, so the mix of outcomes need not match the whole.

SMILES	Yfh1-depleted yeast	WT yeast gro inh	WT yeast gro inh mutant strain	MT stabilize HCS	MT stabilize HCS Hoechst-high %	MT stabilize HCS cytotoxicity %	Dynein cargo inh	Dynein cargo inh cytoplasmic EGFP	Dynein cargo inh nuclear GR-EGFP	Dynein cargo inh cell count	Hep lipid drop	Hep lipid drop cells 6.5 µM	Autophagy HCS	Autophagy HCS cell loss 18 h	NOD2 inhibition	b-catenin transl	b-catenin transl cell count 5 µM	Insulin prom up	Insulin prom up cell count
CCC(OC(=O)c1ccco1)C(=O)NCc1ccc(C)cc1 (stereo not drawn)	i	-12.3	-10.7	2.3	3.1	6.0	-0.888	-0.223	-0.022	1.3	·	·	i	0.4	-7.0%	-0.4	956	-0.48	915
O=C(CN(c1ccccn1)S(=O)(=O)c1ccccc1)N/N=C/c1cccc([N+](=O)[O-])c1	i	-15.0	1.3	2.1	3.9	5.1	2.88	-0.281	0.846	-0.487	9.4	644	i	-6.7	7.4%	0.2	1050	-0.04	1540
O/N=C/c1ccc2ccccc2n1	i	·	·	·	·	·	0.251	-0.162	0.547	-0.67	3.2	674	·	·	-35.5%	0.0	1258	1.95	1021
NS(=O)(=O)c1ccc(NC(=O)C2CCCO2)cc1 (stereo not drawn)	i	-11.8	-17.7	1.9	1.2	8.9	1.23	0.0157	1.39	-1.14	15.1	796	i	-2.0	4.0%	3.8	1174	-0.14	857
Cn1c(CSc2nc3ccccc3n2C)nc2ccccc21	i	16.9	2.6	2.1	1.8	10.3	0.632	-0.137	0.732	-0.114	·	·	i	-2.9	-2.0%	0.5	1451	-0.25	1581
CCOC(=O)c1cc(C#N)c(SCc2cccc3ccccc23)nc1C	i	-11.8	-11.4	1.8	1.3	9.9	-0.701	0.218	-0.0539	0.649	8.6	798	i	-3.1	9.0%	-3.3	1235	-0.13	962
CC(=O)Nc1ccc(S(=O)(=O)NCCSCc2cccc(Cl)c2)cc1	i	-23.5	4.2	3.2	3.0	4.5	0.419	-0.262	0.37	-0.253	-2.2	601	i	1.8	17.0%	2.0	879	-0.66	1292
Cc1[nH]n(-c2ccccc2)c(=O)c1C=Nc1ccc(S(=O)(=O)Nc2nccs2)cc1	i	5.0	6.4	3.0	1.5	5.5	-0.73	1.38	-0.0602	0.317	-2.1	741	i	5.3	11.6%	0.8	468	·	·
O=C(COc1ccccc1O)Nc1ccc(Cl)cc1	i	0.6	10.8	5.2	2.8	9.3	-0.345	0.0173	0.188	0.67	·	·	i	-3.2	-38.0%	·	·	·	·
Cc1c(NC(=O)C2CCCO2)cccc1[N+](=O)[O-] (stereo not drawn)	i	0.2	-6.9	3.9	4.1	4.7	-0.699	-0.282	-0.501	0.503	8.9	653	i	-5.8	15.1%	-2.1	1139	0.34	1537
O=C(CNc1ccc(Oc2ccccc2)cc1)N1CCOCC1	i	-9.7	5.3	3.3	1.6	5.5	-0.0712	-0.143	0.229	-0.21	1.7	654	i	3.9	-2.3%	·	·	0.05	1287
COc1cccc(NC2c3ccccc3C(=O)N2Cc2ccco2)c1 (stereo not drawn)	i	-16.4	-6.6	2.2	2.8	4.4	-1.08	-0.237	-0.616	0.591	·	·	i	14.6	13.6%	·	·	-0.65	925
CC1COC(=O)C(NNc2ccc(Cl)c(Cl)c2)=N1 (stereo not drawn)	i	65.7	76.8	2.7	2.1	10.0	-0.563	0.00903	0.0325	0.218	15.3	665	i	-17.8	-67.9%	-3.4	1146	-0.43	1315
NC(Cc1c[nH]c2ccccc12)C(=O)NCc1ccco1 (stereo not drawn)	i	-23.1	-18.1	1.7	2.3	6.1	-0.565	-0.0448	0.216	0.659	5.6	760	i	-6.7	7.5%	-1.6	1084	-0.21	1463
CCc1nc(SCC(=O)c2ccc(C)c(C)c2)n[nH]1	i	2.5	-10.1	2.8	1.5	1.4	-0.263	-0.207	-0.0959	-0.0855	·	·	i	-5.1	-10.2%	-6.1	969	-0.52	1213
CNC(=O)C1CCN(C(=O)c2ccc(-c3ccccc3)cc2)CC1	i	-4.6	-6.5	1.0	1.2	8.4	-0.0668	0.0845	0.192	0.375	-0.3	753	i	5.0	-2.3%	·	·	0.73	960
CC1CCCN(C2=NC(=O)/C(=C/c3cn(-c4ccccc4)nc3-c3cccc(S(=O)(=O)N(C)C)c3)S2)C1 (stereo not drawn)	i	-12.7	8.3	3.0	1.9	13.7	-0.403	-0.117	-0.132	0.379	·	·	i	11.7	-1.8%	·	·	-1.46	777
CC(=O)Cc1nsc(NC(=O)c2cc(-c3ccccc3Cl)oc2C)n1	i	-1.0	5.4	2.4	3.6	7.2	-0.659	-0.262	-0.394	0.649	·	·	i	9.3	16.2%	·	·	2.01	801
COc1ccc(Br)cc1CN(C)C(C)C(=O)Nc1cc([N+](=O)[O-])ccc1OC (stereo not drawn)	i	37.9	1.6	2.9	2.1	1.5	2.19	-0.246	1.26	-0.991	-19.4	634	i	24.4	-7.4%	0.7	1096	-1.25	1322
Cn1cccc1/C=N/n1c(-c2ccc(Cl)cc2Cl)n[nH]c1=S	i	71.4*	41.9*	4.2	1.3	6.1	-0.266	-0.219	-0.439	0.614	4.2	648	i	-12.1	16.1%	-1.3	1051	1.1	1885

Next section, overlapping the part above by two compounds.
SMILES	Yfh1-depleted yeast	WT yeast gro inh	WT yeast gro inh mutant strain	MT stabilize HCS	MT stabilize HCS Hoechst-high %	MT stabilize HCS cytotoxicity %	Dynein cargo inh	Dynein cargo inh cytoplasmic EGFP	Dynein cargo inh nuclear GR-EGFP	Dynein cargo inh cell count	Hep lipid drop	Hep lipid drop cells 6.5 µM	Autophagy HCS	Autophagy HCS cell loss 18 h	NOD2 inhibition	b-catenin transl	b-catenin transl cell count 5 µM	Insulin prom up	Insulin prom up cell count
COc1ccc(Br)cc1CN(C)C(C)C(=O)Nc1cc([N+](=O)[O-])ccc1OC (stereo not drawn)	i	37.9	1.6	2.9	2.1	1.5	2.19	-0.246	1.26	-0.991	-19.4	634	i	24.4	-7.4%	0.7	1096	-1.25	1322
Cn1cccc1/C=N/n1c(-c2ccc(Cl)cc2Cl)n[nH]c1=S	i	71.4*	41.9*	4.2	1.3	6.1	-0.266	-0.219	-0.439	0.614	4.2	648	i	-12.1	16.1%	-1.3	1051	1.1	1885
CNC(=S)NCCN1CCOCC1	i	-14.5	8.1	3.5	2.1	8.0	-0.479	-0.206	-0.0648	-0.316	-4.9	722	i	-3.8	-7.0%	-2.9	531	0.88	1372
CC1(C)CC(c2nc(-c3ccc(Br)cc3)cs2)CCS1 (stereo not drawn)	i	49.2	4.7	2.4	1.9	3.4	-0.382	-0.225	-0.21	0.26	-11.4	659	i	-2.4	13.5%	-0.1	1095	1.03	1420
O=C(CCN1CCc2ccccc2C(c2ccccc2)C1)c1ccc2c(c1)OCCO2 (stereo not drawn)	i	0.1	-6.6	1.1	1.8	7.3	-1.05	0.0391	-0.41	0.907	-10.3	716	i	-7.6	8.3%	1.7	885	·	·
OC1(c2ccccc2)CCN(Cc2ccccc2)C2CCCCC21 (stereo not drawn)	i	3.3	4.4	1.8	1.9	9.8	0.397	0.708	0.6	-0.334	-32.2	709	i	8.7	-14.7%	-2.1	1102	-0.9	1382
Cc1cc(C)nc(/N=C2\NC(=O)CC(C(=O)O)N2c2ccc(Oc3ccccc3)cc2)n1 (stereo not drawn)	·	-3.8	3.5	1.1	0.8	5.2	0.303	-0.218	0.222	-0.784	15.2	708	i	-5.2	-2.0%	·	·	-0.98	1321
Cc1cccc(NC(=O)CSc2nc(C)nc3c2c(=O)n(C)c(=O)n3C)c1	i	-12.8	-4.1	2.8	5.4	9.9	-0.855	-0.264	-0.361	0.95	·	·	i	1.0	10.4%	·	·	0.07	959
COC(=O)C1Cc2ccccc2CN1C(=O)CCl (stereo not drawn)	i	-13.4	5.7	12.2	2.0	3.6	-2.48	0.215	-1.01	0.396	-1.0	705	i	-2.8	-9.3%	-0.6	1103	0.44	1157
COCc1cc(C)n(CC(=O)N/N=C/c2ccc(-c3ccc(Cl)c(C(=O)O)c3)o2)c(=O)c1C#N	i	-14.6	17.3	3.2	2.1	11.3	-0.366	-0.158	-0.209	0.296	-10.0	674	i	6.7	18.6%	4.6	412	0.19	1307
CC(C)NS(=O)(=O)c1cccc2nsnc12	i	17.7	18.7	1.0	1.6	5.7	0.722	-0.19	0.331	-0.0992	·	·	i	-5.0	0.7%	-0.8	1423	2.98	1549
COc1cc(NC(=O)c2ccco2)c(OC)cc1NC(=O)CSc1ncc(-c2ccc(F)cc2)[nH]1	i	-2.6	-20.1	2.5	9.9	12.8	0.724	-0.151	0.0227	-0.0716	·	·	i	14.7	2.4%	-2.2	732	1.1	1532
Cc1ccc(-n2c(C)cc(C(=O)COC(=O)C3=NNC(=O)CC3)c2C)cc1	i	-13.1	-16.1	1.6	1.6	1.0	-0.399	-0.281	0.147	0.0505	-5.0	753	i	-0.2	-13.9%	-0.5	832	1.05	1223
Nc1c(C2=NCCO2)nnn1Cc1ccccc1	i	-3.1	-12.0	3.8	1.5	5.8	-0.242	-0.219	0.0644	0.333	0.8	816	i	-8.3	-7.0%	0.4	946	0.48	1331
COc1ccc(C2CC(c3ccc4ccccc4c3)=NN2C(=O)CNC2CCCCC2)cc1 (stereo not drawn)	i	37.9	17.9	2.6	2.7	9.3	0.717	0.207	0.812	-1.52	18.9	633	+	3.7*	4.3%	0.3	975	-0.75	851
Nc1nc(NC(=O)c2cccnc2)nn1-c1ccccc1	i	12.4	-3.1	3.6	2.5	12.3	-0.338	-0.206	0.304	0.21	·	·	i	-20.7	-9.6%	2.3	1189	-0.71	971
